From PubChem BioAssay
Jurkat NFkB inh: lowers PMA/ionomycin-induced NF-kB signal in Jurkat cells; AID 435003; 330,000 compounds, 0.53% hits; inhibition, % at 4 µM; PMA/ionomycin-induced NF-kB luciferase reporter, luminescence; in the data active means inhibition above about 50%
697 NFkB inh: lowers PMA/ionomycin-induced NF-kB signal in 697 B cells; 697 B-cell NF-kB luciferase reporter, 16 h; inhibition, % at 4 µM; 330,000 compounds, 0.33% hits; in the data active means inhibition above about 35%
UBC13 inh: human UBC13 polyubiquitination inhibition | P61088 | UBC13 polyubiquitin chain formation, TR-FRET | inhibition, % at 20 µM | 330,000 compounds, 0.47% hits | AID 485273; in the data active means inhibition above about 45%, passing the limit was not always enough
Target sequence (P61088 whole entry, looked up): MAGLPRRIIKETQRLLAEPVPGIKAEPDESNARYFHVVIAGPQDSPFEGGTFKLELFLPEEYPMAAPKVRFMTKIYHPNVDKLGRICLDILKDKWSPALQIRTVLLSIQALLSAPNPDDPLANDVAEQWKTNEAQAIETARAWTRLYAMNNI
CCR6 antagonist: antagonists of human CCR6 receptor; P51684; CHO-K1 CCR6 PathHunter beta-arrestin, luminescence, CCL20-stimulated; inhibition, % at 20 µM; 340,000 compounds, 0.49% hits;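 active means compounds whose inhibition of the agonist-driven luminescence signal at 20 µM reaches about 50%, limit read from the data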;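 further: cells stimulated with CCL20 at 14 nM final; plate controls were DMSO with CCL20 for no effect and DMSO without agonist for full effect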
CXCR6 block: blocks human CXCR6 beta-arrestin recruitment; inhibition, % at 20 µM; 360,000 compounds, 0.36% hits; O00574; CHO-K1 PathHunter CXCR6 beta-arrestin, luminescence; in the data active means inhibition above about 34%, passing the limit was not always enough;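 further: antagonist mode with CXCL16 agonist at 10 nM final; 0% = 10 nM CXCL16 with DMSO and 100% = unstimulated wells without agonist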
EBI2 antag: antagonists of human EBI2 receptor; P32249; EBI2 beta-arrestin recruitment, luminescence, 7a,25-OHC stimulated; inhibition, % at 5 µM; 360,000 compounds, 0.81% hits; AID 651636; in the data active means inhibition above about 38%;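 further: enzyme fragment complementation signal reports receptor beta-arrestin coupling in cells; 0% = agonist plus DMSO wells and 100% = wells without agonist; some results beyond the cut were filed as inactive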
Target sequence (P32249 whole entry, looked up, the tested form may be a part): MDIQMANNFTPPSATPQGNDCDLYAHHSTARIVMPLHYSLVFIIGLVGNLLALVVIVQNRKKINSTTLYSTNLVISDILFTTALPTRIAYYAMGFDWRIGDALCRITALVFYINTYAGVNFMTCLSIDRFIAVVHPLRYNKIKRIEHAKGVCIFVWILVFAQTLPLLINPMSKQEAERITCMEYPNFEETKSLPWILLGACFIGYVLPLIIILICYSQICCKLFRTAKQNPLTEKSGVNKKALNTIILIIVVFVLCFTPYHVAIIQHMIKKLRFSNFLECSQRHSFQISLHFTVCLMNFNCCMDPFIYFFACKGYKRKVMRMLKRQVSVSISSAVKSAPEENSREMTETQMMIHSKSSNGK
APJ antag: APJ receptor antagonism; P35414; CHO-K1 APJ beta-arrestin complementation, luminescence; inhibition, % at 20 µM; 330,000 compounds, 0.32% hits;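 active means inhibition above about 40% at 20 µM, limit read from the data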;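 further: cells challenged with 10 nM apelin-13 agonist together with compound; plate controls were apelin-13 plus DMSO wells for no effect and DMSO wells lacking apelin-13 for full effect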
Target sequence (P35414 whole entry, looked up): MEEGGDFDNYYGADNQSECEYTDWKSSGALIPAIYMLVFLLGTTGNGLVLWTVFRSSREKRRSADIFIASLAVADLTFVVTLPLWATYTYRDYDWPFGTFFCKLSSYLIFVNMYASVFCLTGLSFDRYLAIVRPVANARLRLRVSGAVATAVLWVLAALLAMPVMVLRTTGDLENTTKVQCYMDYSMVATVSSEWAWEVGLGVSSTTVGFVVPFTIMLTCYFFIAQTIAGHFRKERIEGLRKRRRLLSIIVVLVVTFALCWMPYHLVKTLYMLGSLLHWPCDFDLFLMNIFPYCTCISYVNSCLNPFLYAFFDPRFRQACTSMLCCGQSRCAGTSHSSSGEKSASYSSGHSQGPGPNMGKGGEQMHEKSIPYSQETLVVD
Gli-Sufu block: antagonists of Gli-Sufu signaling | Sufu-KO-LIGHT fibroblasts, Gli luciferase reporter luminescence | inhibition, % at 5 µM | 340,000 compounds, 0.74% hits | AID 588413;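 active means inhibition above about 55%, limit read from the data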;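 further: 0% = DMSO-treated cells and 100% = wells with medium but no cells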
* marks the source's active call; other numbers are inactive results; · = not tested or not shown. Rows were taken by chance. Share with any hit: about 3%.

SMILES,CCR6 antagonist,697 NFkB inh,UBC13 inh,Gli-Sufu block,Jurkat NFkB inh,EBI2 antag,APJ antag,CXCR6 block
COc1ccccc1CNC(=O)CCc1cn(C)c2ccccc12,12.7,3.9,9.9,20.8,5.8,-2.1,8.7,2.0
COC(=O)c1ccc(C(=O)OC)c(NC(=O)CSCC(=O)O)c1,3.0,3.9,-2.2,-5.2,-5.6,-7.8,-0.8,-0.4
Cc1cccc(Nc2nnc(SCC(=O)NCc3cccs3)s2)c1,1.3,-12.8,-10.1,0.6,-10.3,1.6,8.5,-7.5
CC(C)C1N(S(=O)(=O)c2ccccc2)CCN1S(=O)(=O)c1ccccc1,11.3,22.5,16.4,-9.5,3.9,6.1,4.7,-4.7
COc1cc(CNCCSc2nnnn2C)cc(Br)c1OCc1ccccc1,17.8,2.1,2.4,-0.5,-21.5,0.8,-14.5,-5.0
CCCC(=O)N1CCN(c2ccc(NC(=O)C(C)(C)C)cc2Cl)CC1,-33.3,-0.8,-1.8,24.0,-9.8,-4.7,-8.2,-12.8
O=C(CNC(=O)Cc1ccccc1)NCC(=O)OCC(=O)c1cccc2ccccc12,-0.7,-15.2,10.8,1.7,4.8,1.6,4.8,-2.8
COC(=O)[C@H]1C[C@@H]1[C@H](NC(=O)OCc1ccccc1)c1ccccc1,7.1,18.4,9.1,-3.5,14.7,-6.7,-37.8,4.9
CCCOC(=O)c1ccc(OCC(O)Cn2c(C)nc3ccccc32)cc1 (stereo unspecified),4.7,-47.0,-2.8,28.5,16.0,-4.8,-71.0,-9.8
Brc1cccc(CN2CCCCCCC2)c1,16.6,10.0,-1.2,-4.2,-3.1,1.3,27.3,-0.4
Nc1nnnn1/N=C/c1ccc(Br)cc1,-2.1,-10.3,2.1,24.9,-3.0,34.1,3.3,-4.5
S=C(NC1CCCC1)N1CCN(c2cccc(Cl)c2)CC1,2.2,4.9,3.8,23.2,13.6,9.3,19.8,-9.0
Nc1cc([N+](=O)[O-])cc2oc(-c3ccccc3)cc12,35.1,-60.4,-146.2,-24.0,-45.6,21.8,17.2,10.5
O=C1CCC[C@@H]2Cc3nc4ccc(O)cc4cc3[C@@H]3CCN1[C@H]23,4.5,·,·,0.5,·,-1.7,·,-2.0
CC1CC(C)CN(Cc2nc3c(c(=O)n(C)c(=O)n3C)n2CCN2CCOCC2)C1 (stereo unspecified),11.7,-18.8,-5.4,-1.3,-12.5,-7.0,8.6,3.0
O=c1cc(-c2ccccc2)n(S(=O)(=O)c2ccccc2)o1,6.7,-5.4,-11.1,-9.0,-4.8,-5.4,14.7,-5.7
COc1ccc(OC)c(/C(O)=C/C(=O)C(=O)Nc2ccccc2OC)c1,5.3,-9.8,-18.7,-6.9,-14.9,-8.9,-8.9,20.6
CCOC(=O)c1[nH]c2ccc(OC)cc2c1NC(=S)N1CCN(c2cccc(Cl)c2)CC1,22.0,16.3,5.3,16.7,14.6,14.6,-0.4,8.9
O=C(O)c1ccc(-c2ccc(O)c(F)c2)cc1,3.2,9.1,4.8,52.5,-8.2,-3.1,13.8,2.5
Cc1cc(C(=O)OCC(=O)N(CC(C)C)c2c(N)n(Cc3ccccc3)c(=O)[nH]c2=O)c(C)o1,6.3,23.8,-9.3,0.9,6.0,-2.4,0.1,-7.9
O=C(Nc1cn(-c2ccccc2)nc1-c1ccccc1)c1ccccc1,21.3,-12.0,8.0,-2.6,4.7,0.0,-9.1,-7.0
CCOC(=O)Nc1cccc(C(=O)O)c1,0.2,-11.3,8.2,1.9,-3.2,3.9,-27.1,-1.3
CC(C)(C)c1ccc(-c2nc(N)nc(N)n2)cc1,-6.8,-17.7,11.6,-0.3,-18.0,6.0,-20.9,-8.2
O=C(COc1cccc(C(F)(F)F)c1)Nc1ccc(S(=O)(=O)N2CCCCC2)cc1,16.7,-7.2,-6.0,-0.5,1.3,10.3,-53.2,-7.9
COc1ccccc1C1CC(c2ccco2)=NN1c1ccccc1 (stereo unspecified),8.0,-1.1,13.1,-3.0,12.1,4.5,-15.1,-15.4
COc1cccc(NC(=O)CCN2CCC(C(N)=O)CC2)c1,-6.3,4.5,3.3,0.1,-1.1,-9.5,2.1,3.7
Cc1cc2c(cc1S(=O)(=O)CCC(=O)Nc1cccc(C(F)(F)F)c1)OCC(=O)N2,4.6,3.5,-5.6,-7.5,1.1,-0.7,-19.0,-11.4
CCCN1C(=O)/C(=C/c2c(N3CCNC(=O)C3CC(=O)OCC)nc3c(C)cccn3c2=O)SC1=S (stereo unspecified),9.8,36.7*,-176.9,0.9,10.0,-17.2,0.8,13.9
Cc1ccc(N2CC(C(=O)OCC(=O)Nc3ccc(F)cc3F)CC2=O)cc1 (stereo unspecified),-11.8,24.6,1.0,-9.6,11.2,-2.8,-5.5,-2.1
COc1ccccc1CNC(=O)CN(C)Cc1ccc(SC)cc1,11.0,-21.2,0.0,-17.9,33.4,14.2,-8.3,-7.3
CCOC(=O)C1CCN(CC(=O)Nc2cc(S(=O)(=O)N3CCOCC3)ccc2C)CC1,-6.2,-8.9,-0.6,40.1,5.6,-9.5,-12.8,0.2
C=CCN1C(=O)C2C(C(=O)NC)C3C=CC2(O3)C1C(=O)NCc1ccc(OC)cc1 (stereo unspecified),9.0,17.2,3.9,2.6,7.3,1.4,15.1,0.4

Some of these compounds in order of heavy-atom count, low to high:
SMILES,CCR6 antagonist,697 NFkB inh,UBC13 inh,Gli-Sufu block,Jurkat NFkB inh,EBI2 antag,APJ antag,CXCR6 block
COc1cccc(NC(=O)CCN2CCC(C(N)=O)CC2)c1,-6.3,4.5,3.3,0.1,-1.1,-9.5,2.1,3.7
CCOC(=O)C1CCN(CC(=O)Nc2cc(S(=O)(=O)N3CCOCC3)ccc2C)CC1,-6.2,-8.9,-0.6,40.1,5.6,-9.5,-12.8,0.2
CCCN1C(=O)/C(=C/c2c(N3CCNC(=O)C3CC(=O)OCC)nc3c(C)cccn3c2=O)SC1=S (stereo unspecified),9.8,36.7*,-176.9,0.9,10.0,-17.2,0.8,13.9

The list goes on.
SMILES,CCR6 antagonist,697 NFkB inh,UBC13 inh,Gli-Sufu block,Jurkat NFkB inh,EBI2 antag,APJ antag,CXCR6 block
O=C(NNC(=S)Nc1ccccc1Cl)c1ccccc1Br,44.5,-124.4,-4.6,-51.3,-104.6,4.0,20.8,23.2
Cc1cc(C)cc(C(=O)Nc2ccc(N3CCN(S(C)(=O)=O)CC3)cc2)c1,4.6,12.6,6.1,-5.6,1.8,-5.8,2.5,1.9
CCOc1ccc(C(=O)Nc2cccc(-c3ccc(N4CCOCC4)nn3)c2)cc1OCC,4.9,-30.1,2.9,-34.1,-37.8,-15.2,-6.3,-2.9
CCCCCCCCC(NC(=O)c1ccc(C#N)cc1)C(=O)NCCC (stereo unspecified),3.2,-11.6,15.3,5.0,13.8,6.5,3.1,3.7
Cc1ccc(-n2cc(CN3CCC(CO)(Cc4ccccc4)CC3)cn2)cc1,·,5.1,19.9,·,18.2,·,-4.5,·
O=C(NC1(C(F)(F)F)NC(=O)N(Cc2cccnc2)C1=O)c1ccccc1 (stereo unspecified),-0.7,11.1,4.4,-3.8,-2.4,0.5,1.8,-0.9
N#Cc1c(-c2ccncc2)cc(-c2ccc(F)cc2)nc1N,9.9,-12.4,15.1,27.6,-14.1,6.6,-15.7,7.4
COc1ccc([C@H]2C(C(=O)O)=C[C@@H](CC3CCCC3)N2S(=O)(=O)c2ccc(C)cc2)cc1OC,10.0,11.5,-21.7,3.0,-2.9,7.3,11.2,0.5
COc1ccc(NC(=O)CN(C)Cc2c(F)cccc2Cl)cc1S(=O)(=O)N1CCCCC1,12.6,-2.0,-11.8,8.1,-5.3,8.3,-24.7,6.1
O=C(COC(=O)/C=C/c1ccc(F)cc1)Nc1ccc(S(=O)(=O)N2CCOCC2)cc1,4.6,-32.6,3.7,-1.0,-11.6,17.2,-0.6,-3.8
Cc1cc(NC2CCCCC2)nc2ccccc12,-3.2,-46.0,6.3,40.2,-10.5,-5.9,18.3,3.1
CCc1ccc(CN(C)C(=O)c2ccc3c(c2)OCCO3)cc1,15.6,12.9,5.6,0.1,-6.1,2.1,-9.8,1.6
Cc1ccc(CSCCNC(=O)c2ccccc2)cc1,3.2,10.4,6.2,0.6,-0.2,-9.3,7.3,-13.7
COc1ccccc1CNC(=O)C[n+]1ccccc1,1.9,4.8,1.5,11.0,0.1,-2.4,-20.7,0.7
c1ccc(C2CSc3ccccc3N2)cc1 (stereo unspecified),7.0,-104.5,-0.8,-33.0,-33.8,-1.3,-1.4,-7.6
Cc1oc2cc3oc(=O)c(CCC(=O)N4C[C@H]5C[C@@H](C4)c4cccc(=O)n4C5)c(C)c3cc2c1C,-6.9,16.3,1.0,9.6,-1.7,-17.2,-0.7,2.1
COc1ccccc1NC(=O)CCC(=O)OCc1ccc(Cl)cc1,-4.8,6.6,1.0,-5.5,13.7,-12.2,6.1,-3.1
Cc1ccnc(SCCn2c(N3CCN(c4ccccc4)CC3)nc3c2c(=O)[nH]c(=O)n3C)n1,4.7,7.7,0.3,0.0,11.0,-13.4,2.2,9.1
C/C(=N\OC(=O)c1ccc(C)cc1)c1c(C)nc2cc(C)ccn12,-8.2,-16.4,-10.0,-1.8,4.4,5.5,8.3,-1.9
Cc1nn(Cc2cccc(C(N)=O)c2)c(C)c1Br,-2.3,-6.4,3.7,8.6,21.0,-3.8,-1.6,3.0
COc1cc(O)oc1C=Nc1ccc(Cl)cc1Cl,6.7,14.9,8.6,26.5,5.1,-2.3,18.7,-6.2
CCCCCCn1c(CN2CCN(C(=O)c3ccco3)CC2)nc2c1c(=O)n(C)c(=O)n2C,-1.7,-1.6,-5.4,14.1,4.7,1.1,14.4,5.4
CSc1cnc2c(N)nc(N(C)C)nc2n1,-7.1,-16.5,1.7,-1.8,-17.1,-11.2,3.0,-4.3
CCOC(=O)c1ccc(-c2c(-c3ccc4c(c3)OCO4)noc2C)cc1F,18.1,-13.8,14.1,-15.6,18.1,-4.3,-17.3,8.9
Cc1c[nH]c2ccccc12,-7.5,-33.4,-6.9,0.0,13.5,-0.6,-7.2,-2.8
CCC(C)c1ccc(S(=O)(=O)N2CCN(C(C)CC(=O)O)CC2)cc1 (stereo unspecified),0.3,19.6,5.0,-1.3,-1.0,-0.1,2.3,6.1
Cc1cc(C)cc(OCC(=O)Nc2cccc(S(=O)(=O)NC3=NCCC3)c2)c1,9.3,-20.5,-14.1,-8.0,29.8,-19.2,-14.8,-9.3
COCCN1CC(CNC(=O)c2cc(COc3ccccc3SC)on2)CC1=O (stereo unspecified),15.4,-12.7,2.9,0.2,-17.8,-15.6,-1.6,1.6
CC1(C(=O)OCC(=O)Nc2ccc(Cl)cn2)CC1(Cl)Cl (stereo unspecified),11.2,-8.6,1.5,-11.8,-5.7,-9.1,-3.7,-5.9
Cc1nn(C)cc1CN(C)Cc1ccc(OCC(O)CN2CCCCC2)cc1 (stereo unspecified),7.7,0.1,4.3,7.0,-10.6,-2.3,3.3,5.2
COc1ccc(S(=O)(=O)N2CCC(C(=O)NC3CC3)CC2)cc1C,-18.5,-54.5,-4.4,5.9,-13.9,-0.9,-3.6,-4.3
Cc1c(NC(=S)NC(=O)c2cccc(Cl)c2)c(=O)n(-c2ccccc2)n1C,7.2,16.0,3.9,-8.4,18.6,-2.6,11.9,1.8
COc1cccc(-c2nc(-c3ccc4c(c3)NC(=O)CO4)cs2)c1,-15.8,-42.5,3.8,-27.5,-23.5,10.1,-10.0,1.3
Cc1cc(C(=O)CSc2ncccn2)c(C)n1-c1cccc(F)c1,3.5,-189.8,10.7,-114.1,-128.1,-30.4,11.0,-5.6
CN(C)C(CNC(=O)c1ccc2ccccc2n1)c1ccccc1 (stereo unspecified),3.0,-19.7,-1.7,-1.6,-20.8,-3.8,-2.7,15.1
Cc1cccc(NC(=O)CCC(=O)OCc2ccc(Br)cc2)c1,6.0,-9.9,3.6,-26.3,-11.0,0.7,2.4,-4.3
COc1cccc(C2=NOC(C(=O)NCc3ccc(F)cc3)C2)c1 (stereo unspecified),-6.1,-8.8,2.4,-16.5,-4.0,-10.2,3.0,3.9
